Screening data (PubChem)
Growth percent in the NCI-60 one-dose screen (48 h, 10 µM unless noted): 100 = growth as untreated, 0 = no growth, -100 = all killed.
SK-MEL-5: SK-MEL-5 melanoma; 6.4% of 80,000 active
EKVX: EKVX NSCLC | 3% of 71,000 active
A549/ATCC: A549/ATCC NSCLC; 3.7% of 81,000 active
MALME-3M: MALME-3M melanoma. 5.8% of 78,000 active. AID 1794766
UACC-257: UACC-257 melanoma; 4.4% of 78,000 active; AID 1794764
M14: M14 melanoma | 6.2% of 80,000 active | AID 1794745
SK-MEL-2: SK-MEL-2 melanoma; AID 1794763; 4.7% of 77,000 active
UACC-62: UACC-62 melanoma; 5.4% of 81,000 active
Starred values were filed as active, the others as inactive; x = not tested or not shown; & = joins results of further samples; [ ] = remark or other dose. How the source made its calls: active means growth percent below 10; inactive means the rest.

cpd	molecule	SK-MEL-5	EKVX	A549/ATCC	MALME-3M	UACC-257	M14	SK-MEL-2	UACC-62
1	Cc1ccc(S(=O)(=O)c2nc(-c3ccccc3)oc2S(C)=O)cc1 (stereo unspecified)	44	56	70	-77*	47	-81*	50	51
2	O=C(NNc1ccc([N+](=O)[O-])cn1)Nc1ccc(Cl)cc1	102	94	104	111	106	112	101	97
3	O=c1ccc2c(ccc3ncc4c(=O)[nH]cnc4c32)o1	102	105	98	102	97	102	93	97
4	CCc1ccc(Nc2ncnc3sc4c(c23)CCN(Cc2ccccc2)C4)cc1	71	78	105	92	108	98	x	75
5	COc1ccc(-c2nsc3c2NC(=O)CC3c2cccc(OC)c2)cc1 (stereo unspecified)	32	x	37	42	75	29	34	42
6	CC(C)[C@@]12C[C@@H](OC(=O)COC(=O)c3ccccc3)[C@@](C)(O1)[C@@H]1CC[C@@H](C)[C@H]1[C@@H]2OC(=O)/C=C/c1ccccc1	91	82	81	106	95	104	103	83
7	CCCCCCCCCCCCCCCCCOC(=O)CCCCCCCCCCCCCCCCC	107	93	101	111	109	100	115	112
8	COC(OC)C1(C)NC(=O)N(C)C1=O (stereo unspecified)	101	101	93	94	x	102	104	103

Next section:
cpd	molecule	SK-MEL-5	EKVX	A549/ATCC	MALME-3M	UACC-257	M14	SK-MEL-2	UACC-62
9	CCCCC(C)(O)c1ccccc1 (stereo unspecified)	101	99	103	102	109	97	110	106
10	Cc1cc2c(C(C)C)c(O)c(O)cc2c2c1-c1c(C)cc3c(C(C)C)c(O)c(O)cc3c1OP(=O)(O)O2	96	85	95	102	99	90	91	97
11	Cc1c(N2C(=O)CS/C2=N\N=C2/SCC(=O)N2N)c(=O)n(-c2ccccc2)n1C	105	92	98	99	99	93	106	97
12	C=CC[P+](c1ccccc1)(c1ccccc1)c1ccccc1	33	x	70	48	-3.3*	62	25	42
13	COC(=O)c1ccc2nc(C)c(C(N)=O)nc2c1	114	117	94	x	100	100	100	106
14	CS(=O)(=O)c1ccc(-c2nc3ccccc3[nH]2)cc1	100	93	97	109	102	98	104	90
15	CN(C=O)c1cc([N+](=O)[O-])ccc1OCc1ccccc1	111	90	107	x	105	117	105	107
16	CCCCCCCCCCCCCCCCC(Br)C(=O)OCC (stereo unspecified)	84	x	92	98	94	100	88	99

Additional structures follow.
cpd	molecule	SK-MEL-5	EKVX	A549/ATCC	MALME-3M	UACC-257	M14	SK-MEL-2	UACC-62
17	CSCC[C@H](CO)NC(=O)CCC[C@@H](C)[C@H]1CC[C@H]2[C@@H]3CC[C@@H]4CNCCC[C@]4(C)[C@H]3CC[C@]12C	81	104	76	94	96	88	112	95
18	CC(C)CCC[C@@H](C)[C@H]1CC[C@@]2(C)C3=C(C(=O)C[C@]12C)[C@@]1(C)CC[C@H](O)C(C)(C)[C@@H]1CC3=O	93	x	88	93	101	113	88	89
19	O/N=C(/CSc1nnc(-c2cc(-c3ccc(Cl)cc3)nc3ccccc23)o1)c1ccccc1	72	88	74	102	85	81	81	73
20	O=C1NN(C(=O)c2ccccc2)C(c2ccc(Cl)c(Cl)c2)=C/C1=C\c1ccccc1	91[7.5 µM]	88[7.5 µM]	91[7.5 µM]	82[7.5 µM]	85[7.5 µM]	84[7.5 µM]	88[7.5 µM]	71[7.5 µM]
21	COc1ccc(C(C)c2cc3c(cc2OCC(=O)O)OCO3)cc1 (stereo unspecified)	101	x	103	112	x	98	108	103
22	COc1ccc(NCc2cccn2Cc2ccc(F)cc2)cc1	102	103	94	106	112	x	117	91
23	CCCOC(=O)c1ccc([N+](=O)[O-])o1	116	112	101	116	110	99	102	104
24	Brc1ccc(-c2[nH]ncc2-c2c[nH]c3ccccc23)cc1	100	x	94	91	92	90	109	92

The list goes on:
cpd	molecule	SK-MEL-5	EKVX	A549/ATCC	MALME-3M	UACC-257	M14	SK-MEL-2	UACC-62
25	COc1cc(OC)c([N+](=O)[O-])cc1C=O	104	104	92	92	x	97	99	96
26	COc1cc(Cc2n[nH]c(=S)n2-c2ccccc2)c(S(=O)(=O)N2CCOCC2)cc1OC	99	90	88	117	94	101	88	94
27	C=CCOC(=O)C1=C(C)NC2=C(C(=O)CC(C)(C)C2)C1c1ccc(O)c(OC)c1 (stereo unspecified)	107	108	101	106	100	99	95	93
28	O=C(NNC(=O)c1ccc2ccccc2c1)c1cccc(Br)c1	103	99	88	x	103	108	104	92
29	COc1ccc(N2CCN(C(=O)Cc3ccc(NS(=O)(=O)c4ccccc4)cc3)CC2)cc1	93	76	102	87	90	93	103	83
30	COc1ccc(Cc2nc3ccccc3s2)cc1OC	94	106	86	62	94	84	97	83
31	CC(=O)OC(C)CC(OC(C)=O)C(C)C (stereo unspecified)	106	x	95	81	98	96	101	114
32	O=C(COc1ccc(/C=C2\Cc3ccc(Cl)cc3C2=O)cc1)Nc1nc2ccccc2s1	105	117	100	132	105	103	122	98

Remaining list, next part
cpd	molecule	SK-MEL-5	EKVX	A549/ATCC	MALME-3M	UACC-257	M14	SK-MEL-2	UACC-62
33	C=C1CC[C@@H]2[C@]3(C)COC(c4ccccc4)O[C@@H]3CC[C@@]2(C)[C@@H]1CC(O)C1=CCOC1=O (stereo partly specified)	103	105	102	109	99	x	109	89
34	CCOC(=O)c1cnn2c1N(C)C(c1ccccc1)C2 (stereo unspecified)	100	106	81	102	84	112	91	92
35	N#Cc1c(-c2cccs2)cc(-c2cnccn2)nc1SCC(=O)Nc1ccccc1	96	101	100	x	102	107	102	86
36	Cc1ccc(C(=O)Nc2ccc(CN3CCN(C)CC3)c(C(F)(F)F)c2)cc1C#Cc1cnc(N)c2ccc(C#N)cc12	14	53	37	-52*	46	8.8*	25	25
37	NC(=O)C1C2C=CC(C2)C1c1ccccc1 (stereo unspecified)	117	98	105	x	105	109	99	105
38	Nc1ncnc2c1N=C(c1ccc3c(c1)OCO3)CC(c1ccc([N+](=O)[O-])cc1)N2N=O (stereo unspecified)	43	70	69	62	101	75	113	43
39	Cc1cc(C)n(-c2nc(-c3cccs3)c(C#N)c(=O)[nH]2)n1	102	96	100	93	99	101	97	95
40	CCCCCCCCCCCCCC[n+]1ccccc1	-95*	x	-56*	-51*	-71*	-34*	-78*	-81*

Just UACC-62 and A549/ATCC (3 entries from above):
no. | Compound | UACC-62 | A549/ATCC
28 | O=C(NNC(=O)c1ccc2ccccc2c1)c1cccc(Br)c1 | 92 | 88
2 | O=C(NNc1ccc([N+](=O)[O-])cn1)Nc1ccc(Cl)cc1 | 97 | 104
17 | CSCC[C@H](CO)NC(=O)CCC[C@@H](C)[C@H]1CC[C@H]2[C@@H]3CC[C@@H]4CNCCC[C@]4(C)[C@H]3CC[C@]12C | 95 | 76

Next part:
cpd	molecule	SK-MEL-5	EKVX	A549/ATCC	MALME-3M	UACC-257	M14	SK-MEL-2	UACC-62
41	Cc1nn2c(n[n+]([O-])c3ccccc32)c1C	107	85	99	91	127	105	96	98
42	O=C1NC(=S)N/C1=C\c1ccccc1O	104	95	99	126	94	116	115	83
43	O=C1/C(=C/c2cccc3ccccc23)Oc2cc(O)ccc21	x	107	101	95	99	101	103	102
44	CC(C)(C)C1CCCC(=O)C1 (stereo unspecified)	102	x	104	x	110	101	77	109
45	COc1ccc(/C=C2\SC(=O)N(CCN(C(C)C)C(C)C)C2=O)cc1	99	93	107	114	108	98	114	91
46	O=C1CCC(Nc2ccc([N+](=O)[O-])cc2)N1 (stereo unspecified)	97	93	96	101	97	84	104	78
47	O=C1OC(=O)C2C1C(c1ccccc1)N1C3C(=O)OC(=O)C3C(c3ccccc3)N21 (stereo unspecified)	97	96	101	99	104	100	111	97
48	CCOC(=O)C(Cc1ccccc1)C(=O)OCC	x	103	109	118	106	105	115	104

Continuation:
cpd	molecule	SK-MEL-5	EKVX	A549/ATCC	MALME-3M	UACC-257	M14	SK-MEL-2	UACC-62
49	N/N=C1\c2ccccc2C(=O)C1C(=O)C(c1ccccc1)c1ccccc1 (stereo unspecified)	116	104	103	x	113	108	101	96
50	COc1ccc(-c2nc3sc(-c4cc(OC)c(OC)c(OC)c4)nn3c2/C=C2/C(=O)Nc3ccc(F)cc32)cc1	-39*	x	-64*	-48*	-25*	-53*	-11*	-26*
51	Fc1ccc(Nc2nc(Nc3ccc(-c4nc5ccccc5[nH]4)cc3)c3cn[nH]c3n2)cc1	79	72	73	107	101	x	93	85
52	COC(=O)C1(C)CCC[C@]2(C)[C@H]3C[C@H]4C(C(C)C)=C[C@]3(CC[C@@H]12)[C@H]1[C@@H]4[C@@H](OCc2cn(Cc3ccccc3)nn2)CC[C@@H]1OCc1cn(Cc2ccccc2)nn1 (stereo partly specified)	57	41	44	80	72	50	84	63
53	COc1cc(NS(=O)(=O)c2ccc(N)cc2)ncn1	103	102	102	97	106	107	160	99
54	N=C(N)N=Nc1c(O)[nH]c2ccccc12	98&127	95&74	110&89	104	101&147	101&100	114	116&135
55	O=C(NNCCO)c1ccncc1	96	102	97	99	101	110	95	104
56	Clc1ccc(C(c2c[nH]c3ccc(Br)cc23)N2CCCC2)cc1 (stereo unspecified)	88	x	90	83	82	87	x	62

Continuation:
cpd	molecule	SK-MEL-5	EKVX	A549/ATCC	MALME-3M	UACC-257	M14	SK-MEL-2	UACC-62
57	CC(=O)Oc1ccc(N2C(=O)C=CC2=O)cc1	93&105	91&100	78&100	94&89	78&101	100&107	98&121	99&105
58	COc1ccc(C(=O)CSc2nc(-c3ccc(Cl)cc3)c(C#N)c(=O)[nH]2)cc1	106	105	102	100	109	99	111	98
59	CCCOC(c1ccc2c(c1)OCO2)C(C)Br (stereo unspecified)	103	x	97	106	96	101	x	102
60	CC1(C)[C@@H](O)CC[C@]2(C)[C@H]3CC[C@@H]4[C@H]5[C@H](c6cn(-c7ccccc7)nn6)CC[C@]5(CO)CC[C@@]4(C)[C@]3(C)CC[C@@H]12	84	88	75	104	84	91	92	80
61	CN(C)Cc1cc(Cl)cc(Cc2cc(Cl)cc(CN(C)C)c2O)c1O	72	84	85	98	92	66	93	51
62	O=C(/C=C/c1ccccc1)c1ccc2ccccc2c1	92	87	96	96	88	x	98	93
63	NC(N)=NCc1ccccc1	113	98	95	95	91	98	x	98
64	C=CCOC(=O)C1=C(C)NC2=C(C(=O)CC(C)(C)C2)C1c1ccc(OCc2ccccc2)c(OC)c1 (stereo unspecified)	87	86	83	109	93	78	93	63

The list goes on:
cpd	molecule	SK-MEL-5	EKVX	A549/ATCC	MALME-3M	UACC-257	M14	SK-MEL-2	UACC-62
65	CCCCc1nc2c(N)nc3ccccc3c2n1CC(C)(C)O	99	90	97	96	101	100	105	86
66	O=C(O)CCCCCCCCCCC1CCC(O)C1O (stereo unspecified)	106	119	x	105	96	110	105	100
67	Cc1c(Cl)cccc1NC=O	105	107	102	118	102	111	117	112
68	CCOC(=O)CCC1=C(CCC(=O)OC)C(C)=N/C1=C\c1[nH]c(-c2ccc[nH]2)cc1OC	79	67	85	100	96	84	99	63

Compounds listed so far that have a Cl atom (8):
cpd	molecule	SK-MEL-5	EKVX	A549/ATCC	MALME-3M	UACC-257	M14	SK-MEL-2	UACC-62
2	O=C(NNc1ccc([N+](=O)[O-])cn1)Nc1ccc(Cl)cc1	102	94	104	111	106	112	101	97
19	O/N=C(/CSc1nnc(-c2cc(-c3ccc(Cl)cc3)nc3ccccc23)o1)c1ccccc1	72	88	74	102	85	81	81	73
20	O=C1NN(C(=O)c2ccccc2)C(c2ccc(Cl)c(Cl)c2)=C/C1=C\c1ccccc1	91[7.5 µM]	88[7.5 µM]	91[7.5 µM]	82[7.5 µM]	85[7.5 µM]	84[7.5 µM]	88[7.5 µM]	71[7.5 µM]
32	O=C(COc1ccc(/C=C2\Cc3ccc(Cl)cc3C2=O)cc1)Nc1nc2ccccc2s1	105	117	100	132	105	103	122	98
56	Clc1ccc(C(c2c[nH]c3ccc(Br)cc23)N2CCCC2)cc1 (stereo unspecified)	88	x	90	83	82	87	x	62
58	COc1ccc(C(=O)CSc2nc(-c3ccc(Cl)cc3)c(C#N)c(=O)[nH]2)cc1	106	105	102	100	109	99	111	98
61	CN(C)Cc1cc(Cl)cc(Cc2cc(Cl)cc(CN(C)C)c2O)c1O	72	84	85	98	92	66	93	51
67	Cc1c(Cl)cccc1NC=O	105	107	102	118	102	111	117	112
